procasp3 activ – activators of human procaspase-3 D3A mutant, primary screen, biochemical, absorbance, PC-3 D3A mutant, single concentration; Caspase-3 (Homo sapiens), P42574; recombinant procaspase-3 D3A, Ac-DEVD-pNA absorbance 405 nm; activation, % at 8.5 µM; hit rate 0.11% among 330,000; AID 463141, 2010;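 active = activation above the mean of all tested compounds plus 3 SD, cut at about 21% in these data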;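 also: 0% = DMSO alone and 100% = DMSO wells spiked with extra 5 µM PC-3 D3A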
Target sequence (P42574 whole entry D9A/D28A/D175A): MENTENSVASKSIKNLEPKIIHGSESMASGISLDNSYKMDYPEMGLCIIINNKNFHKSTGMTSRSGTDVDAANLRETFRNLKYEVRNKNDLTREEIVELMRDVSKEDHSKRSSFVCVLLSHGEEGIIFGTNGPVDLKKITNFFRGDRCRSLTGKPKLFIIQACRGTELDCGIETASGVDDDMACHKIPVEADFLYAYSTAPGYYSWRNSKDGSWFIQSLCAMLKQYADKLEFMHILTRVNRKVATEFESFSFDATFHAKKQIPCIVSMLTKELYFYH
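System: Procaspase-3 D3A mutant. Medium: Zinc-free 300 mM NaCl, 50 mM HEPES, 0.01% Triton X-100. Schedule: 1 h preincubation plus 2 h reaction at 25 °C. Measured by: 405 nm absorbance of p-nitroaniline, reads at 0 and 120 min. Read-out: percent activation relative to control range.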
Efflux pump mplx – inhibitors of Candida efflux pumps in yeast, primary screen, S. cerevisiae, Nile Red, multiplex. AID 485275, 2010. S. cerevisiae Candida pump triplex. inhibition, % at 10 µM. hit rate 0.44% among 330,000;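 active = plate passing quality check with inhibition over a set limit, or well fluorescence over plate mean plus 4 SD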;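 also: Nile Red retained in pooled yeast measured as flow cytometry median fluorescence; 0% = buffer negative control and 100% = Enniatin B positive control; higher means more Nile Red kept so more efflux inhibition; some compounds called inactive have numbers as strong as hits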
CTSL1 counter – Fasciola hepatica cathepsin L1 inhibitors, primary screen, counter-screen for PFM18AAP inhibitor project, biochemical, QFRET, fluorogenic peptide substrate | recombinant F. hepatica cathepsin L1, Z-Leu-Arg-MCA fluorescence | hit rate 0.49% among 300,000 | inhibition, % at 5.96 µM | AID 1906, 2009;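 active = inhibition above the mean of all tested compounds plus 3 SD, set per screening campaign, cut at about 17% in these data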;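 also: 0% = plate median of test compound wells and 100% = 1 µM Z-Phe-Ala-diazomethylketone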
proCasp7 act – procaspase-7 activators, primary screen, counter-screen for procaspase-3 activator project, biochemical, absorbance, HTS, human; Caspase-7 (Homo sapiens), P55210; recombinant procaspase-7, Ac-DEVD-pNA absorbance 405 nm; D23A/D198A/D206A triple mutant, cannot self-cleave; scale: DMSO 0, 5 µM enzyme 100; activation, % at 8.5 µM; hit rate 0.093% among 330,000; AID 463210, 2010;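 active = percent activation above the screen-wide mean plus 3 SD, cut at about 25% in these data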
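Test system: Procaspase-7 triple mutant (PC-7 D3A). Also added: Ac-DEVD-pNA substrate, 400 µM as added. Schedule: 1 h enzyme–compound preincubation and 2 h substrate reaction, both 25 °C. Signal: p-Nitroaniline absorbance at 405 nm, read at 0 and 120 min. Control set: low DMSO alone, high DMSO plus 5 µM PC-7.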
core dimer inh – inhibitors of HCV core protein dimerization, primary screen, biochemical, TR-FRET, high-throughput; TR-FRET GST/Flag-core106 dimerization, 1536-well; inhibition, % at 5 µM; hit rate 0.33% among 300,000;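 active = inhibition above the mean of all tested compounds plus 3 SD, set per screening campaign, cut at about 45% in these data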
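assay system = GST-tagged and Flag-tagged HCV core protein residues 1-106 | controls = unlabelled core106 and no-GST-core106 wells | incubation = compound-protein-antibody incubation 4 h at 22.5 °C | probe or stimulus = Eu donor and XL665 acceptor anti-tag antibodies | read-out = % inhibition based on acceptor/donor emission ratio | signal = TR-FRET 671 and 617 nm emission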
TPT1 inh – Candida albicans TPT1 enzyme inhibitors, primary screen, biochemical, fluorescence polarization | tRNA 2'-phosphotransferase TPT1 (Candida albicans SC5314) | recombinant caTPT1, FP RNA substrate dephosphorylation | inhibition, % at 5 µM | hit rate 0.81% among 300,000;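 active = inhibition above the mean of all tested compounds plus 3 SD, set per screening campaign, cut at about 24% in these data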;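 also: plate controls were DMSO alone for no effect and ferristatin control at 100 nM for full effect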
JMJD2C inh – inhibitors of GASC-1 histone demethylase, primary screen, biochemical, fluorescence, DELFIA europium; inhibition, % at 2.35 µM; GST-JMJD2C(1-420) H3K9me3 demethylation; Lysine-specific demethylase 4C (Homo sapiens), Q9H3R0; hit rate 0.069% among 330,000; AID 2099, 2009;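 active = more than half of a compound's replicate wells show inhibition beyond 50%, single wells judged on their own value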;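 also: signal counts dimethyl H3K9 product captured on neutravidin plate; 0% = median of DMSO wells and 100% = 0.3 times that DMSO median; strong numbers were not always called active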
PP1 counter – PP1-alpha phosphatase inhibitors, primary screen, counter-screen for PP5 inhibitor project, biochemical, fluorescence, OMFP substrate, single point; Serine/threonine-protein phosphatase PP1-alpha catalytic subunit (Homo sapiens), P62136; purified PP1alpha; inhibition, % at 6.7 µM; hit rate 0.9% among 320,000;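 active = inhibition above the mean inhibition of all tested compounds plus 3 SD, computed separately for each screening campaign, cut at about 15% in these data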
Target sequence (P62136 whole entry, looked up): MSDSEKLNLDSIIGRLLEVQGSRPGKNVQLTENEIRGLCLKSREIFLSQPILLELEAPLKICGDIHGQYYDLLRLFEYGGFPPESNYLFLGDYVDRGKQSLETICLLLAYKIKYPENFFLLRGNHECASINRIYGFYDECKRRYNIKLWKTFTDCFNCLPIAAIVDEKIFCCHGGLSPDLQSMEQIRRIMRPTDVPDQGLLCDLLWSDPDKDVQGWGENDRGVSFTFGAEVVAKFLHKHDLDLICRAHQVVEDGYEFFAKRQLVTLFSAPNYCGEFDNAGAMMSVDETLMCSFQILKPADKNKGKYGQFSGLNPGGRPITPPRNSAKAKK
PP5 inh – PP5 phosphatase inhibitors, primary screen, biochemical, fluorescence | hit rate 0.18% among 320,000 | inhibition, % at 6.7 µM | Serine/threonine-protein phosphatase 5 (Homo sapiens), P53041 | purified PP5c, OMFP substrate fluorescence;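 active = inhibition above the campaign's mean inhibition across all tested compounds plus 3 SD, cut at about 9.5% in these data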;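 also: 0% = DMSO only and 100% = 100 µM cantharidin control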
Target sequence (P53041 whole entry, looked up): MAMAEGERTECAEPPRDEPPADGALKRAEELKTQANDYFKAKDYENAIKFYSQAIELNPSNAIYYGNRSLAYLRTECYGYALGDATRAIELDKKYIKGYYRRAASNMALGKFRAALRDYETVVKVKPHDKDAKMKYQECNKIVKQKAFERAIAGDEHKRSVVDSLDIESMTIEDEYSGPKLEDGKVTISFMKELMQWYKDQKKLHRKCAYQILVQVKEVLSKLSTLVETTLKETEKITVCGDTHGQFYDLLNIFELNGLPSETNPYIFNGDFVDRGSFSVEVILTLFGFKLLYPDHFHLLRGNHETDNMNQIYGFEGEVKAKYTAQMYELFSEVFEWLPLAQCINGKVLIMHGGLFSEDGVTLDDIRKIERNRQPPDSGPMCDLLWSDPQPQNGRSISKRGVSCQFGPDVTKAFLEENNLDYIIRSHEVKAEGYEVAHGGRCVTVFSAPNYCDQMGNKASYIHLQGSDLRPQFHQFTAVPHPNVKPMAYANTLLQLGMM
* hit, by the source's call; nt = no result given; & = joins results of further samples.

cpd | Compound | procasp3 activ | Efflux pump mplx | CTSL1 counter | proCasp7 act | core dimer inh | TPT1 inh | JMJD2C inh | PP1 counter | PP5 inh
1 | O=C(c1cc2cc(C(F)(F)F)ccc2s1)N1CCOCC1 | -4 | 0.1 | -4 | 2 | -1 | 0 | 6 | -5 | -0.9
2 | COc1ccc(NC(=O)Cc2coc3ccc4ccccc4c23)cc1S(=O)(=O)N1CCOCC1 | -10 | -0.4 | -1 | -21 | 8 | -1 | -2 | -2 | 6.0
3 | COc1ccc(CSCC(=O)Nc2ccccc2SC)cc1 | 11 | 2.6 | -1 | 3 | 1 | -6 | -6 | 0 | 0.0
4 | O=c1oc2c(CN3CCN(CCO)CC3)c(O)ccc2cc1-c1ccccn1 | -2 | 0.3 | 1 | -3 | 5 | 2 | -2 | -2 | 3.2
5 | C/C(=C/C(=O)Nc1cccc(F)c1)N1CCCC1 | 8 | 0.3 | -1 | -8 | 0 | 3 | 1 | -1 | 0.8
6 | COCCN1C(=O)C(=O)/C(=C(/O)c2ccc3c(c2)OCCO3)C1c1ccc(C(=O)OC)cc1 (stereo unspecified) | -1 | 0.3 | -5 | -34 | 4 | -1 | -1 | 2 | 2.0
7 | CCCCc1nc2cc(C(=O)NCc3cn(C)nc3C)ccc2o1 | -2 | 0.1 | 0 | 6 | 0 | -2 | -2 | -2 | 4.0
8 | Cc1cc(C(=O)N/N=C2\CCCC(=O)C2)c(C)n1-c1ccccc1 | -4 | 0.0 | -1 | 4 | 7 | -2 | -28 | -2 | 2.1
9 | CSCCC(NC=C1C(=O)OC(C)(C)OC1=O)C(=O)O (stereo unspecified) | -1 | 0.1 | 1 | -8 | -2 | -3 | 5 | -1 | 1.4
10 | O=C(CCCOc1ccc(Cl)cc1Cl)NCC1CCCO1 (stereo unspecified) | 9 | 0.2 | 0 | 8 | 2 | 1 | 1 | -2 | 2.9
11 | COc1ccc(-c2cc(=O)oc3cc4occ(C)c4cc23)cc1 | 2 | -0.1 | 1 | 3 | 4 | -5 | 105 | 0 | 1.5
12 | COC(=O)c1ccc(COC(=O)c2ccc(CO)cc2)o1 | 6 | 0.2 | -3 | 10 | -8 | 4 | 20 | -3 | 4.7
13 | O=C(NC(=O)c1ccccc1)OCCN1C(=O)c2ccccc2C1=O | -3 | 0.0 | -6 | 0 | -1 | -4 | -2 | -4 | -1.4
14 | CCOC(=O)C1=C(C)N=c2s/c(=C\c3cccn3C)c(=O)n2C1c1cccc(OC)c1OC (stereo unspecified) | -1 | 0.1 | 0 | -2 | 4 | 82* | -4&-11 | -1 | 2.5
15 | O=C(/C=C/c1ccccc1)NC(=S)NNC(=O)Cc1cccs1 | -8 | -0.2 | 1 | 4 | 5 | -8 | -2 | 24* | -0.6
16 | CCN1CCN(CC(=O)Nc2ccc(S(=O)(=O)N3C(C)CCCC3C)cc2)CC1 (stereo unspecified) | 0 | 0.4 | -2 | 5 | -13 | 1 | -11 | -6 | -2.2
17 | CN(CCOc1ccc(Cl)cc1)C(=O)CN1C(=O)NC2(CCCCC2)C1=O | 4 | 0.0 | 2 | 2 | -3 | 0 | 14 | -3 | -0.8
18 | CCOc1ccc(C2c3c(oc4ccccc4c3=O)C(=O)N2CCCN2CCOCC2)cc1 (stereo unspecified) | -6 | -0.1 | 0 | -25 | 8 | -4 | -6 | -4 | -0.1
19 | CN1C(=O)/C(=C\c2ccccc2OCc2ccccc2)SC1=S | -5 | 0.2 | -2 | -6 | 7 | 0 | -6 | -2 | 2.1
20 | O=C1c2ccccc2C(=O)N1c1ccc(Cl)cc1 | 3 | -0.1 | 2 | 1 | 0 | -3 | 2 | 0 | 1.6

3 entries out of the list above, sorted by the number in TPT1 inh, largest number first.
# | structure | TPT1 inh
12 | COC(=O)c1ccc(COC(=O)c2ccc(CO)cc2)o1 | 4
20 | O=C1c2ccccc2C(=O)N1c1ccc(Cl)cc1 | -3
15 | O=C(/C=C/c1ccccc1)NC(=S)NNC(=O)Cc1cccs1 | -8

Continued:
cpd | Compound | procasp3 activ | Efflux pump mplx | CTSL1 counter | proCasp7 act | core dimer inh | TPT1 inh | JMJD2C inh | PP1 counter | PP5 inh
21 | O=c1c2c3nc4ccccc4nc3n(/N=C/c3ccccn3)c2ncn1-c1ccccc1 | -6 | 0.2 | 5 | -1 | 11 | -1 | 18 | -2 | -1.3
22 | CC1CCC(NS(=O)(=O)c2ccc(Cl)nc2)CC1 (stereo unspecified) | 2 | 0.2 | 2 | 1 | -5 | 4 | -3 | 0 | -0.5
23 | Cc1ccc(N/C=C/C(=O)c2cccs2)cc1C | -9 | 0.0 | 4 | -2 | 2 | 3 | 10 | -2 | 4.4
24 | Oc1ccccc1CNCC12CC3CC(CC(C3)C1)C2 | 2 | -0.1 | -4 | -2 | -5 | -3 | 3 | 1 | 2.4
25 | COc1ccc2cnnc(SCC(=O)Nc3ccc(C(=O)O)cc3)c2c1OC | -8 | 0.0 | 2 | -7 | -7 | -3 | 3 | -2 | -2.2
26 | Cc1cccc(C)c1N1C(=O)CCC(C)(C)C1=O | 4 | 0.3 | 3 | -3 | -13 | -2 | -2 | -1 | 0.3
27 | Cn1c(CCc2nc3ccccc3[nH]2)n[nH]c1=S | 3 | -0.1 | -1 | -2 | 2 | 0 | -3 | -3 | -2.9
28 | CC(C)[C@H](NC(=O)c1ccccc1Cl)C(=O)OCC(=O)NC(=O)NCc1ccco1 | 0 | 0.0 | nt | 8 | nt | nt | 9 | nt | nt
29 | CC1CCCC/C1=N/Nc1ccc([N+](=O)[O-])cc1[N+](=O)[O-] (stereo unspecified) | 1 | 0.0 | -2 | 13 | 7 | 4 | 3 | 5 | 1.4
30 | O=C(CSc1ccc2nnc(-c3cccnc3)n2n1)Nc1cccc(F)c1 | 9 | 0.3 | 0 | -1 | -1 | -5 | 30 | 1 | 1.4
31 | COc1ccc(NC(=O)c2sc(N)nc2-c2ccccc2)cc1 | -2 | 0.1 | -1 | 6 | -5 | 2 | -3 | -5 | 0.8
32 | CCN(CC)C(=O)c1ccc(COc2ccccc2Cl)cc1 | 1 | -0.1 | 3 | -4 | -1 | 3 | -4 | -7 | 0.2
33 | COCCNC(=O)C(C)N(c1ccc(Oc2ccccc2)cc1)S(C)(=O)=O (stereo unspecified) | 0 | 0.0 | 3 | 6 | 3 | 2 | 1 | -2 | 2.3
34 | Cc1ccc(S(=O)(=O)c2c(N)n(CCCN(C)C)c3nc4ccccc4nc23)cc1 | 1 | -0.1 | 2 | 5 | 0 | -3 | 7 | -1 | -0.2
35 | COc1cccc(/C=N/NC(=O)c2cc3cc([N+](=O)[O-])ccc3s2)c1O | 6 | 0.1 | -6 | 12 | 9 | 12 | 6 | 8 | 5.1
36 | COc1ccc(CNC(=O)CS(=O)Cc2nc(-c3ccccc3C)oc2C)cc1 (stereo unspecified) | -3 | 0.0 | -3 | 1 | -10 | -4 | -6 | -5 | 3.1
37 | COc1ccc(-n2nnnc2SCC(=O)N2CCOCC2)cc1 | 5 | 0.0 | -6 | -4 | -8 | 0 | 2 | 0 | 0.6
38 | CC(C)C[C@H](NC(=O)Nc1ccc(Oc2ccccc2)cc1)C(=O)O | -2 | 0.0 | 1 | 1 | -2 | -1 | 6 | 2 | -0.7
39 | Cc1cccc(C(=O)NCc2nnc(SC(C)C(=O)Nc3nnc(C)s3)n2C)c1 (stereo unspecified) | -2 | 0.1 | 0 | 4 | 0 | 3 | -9 | -3 | -1.2
40 | CCN(CC(=O)NCc1cccs1)CC(=O)Nc1cccc(S(N)(=O)=O)c1 | -3 | -0.2 | nt | 0 | nt | nt | nt | -5 | -2.8
41 | COc1ccc(/C=C(\C#N)C(=O)N2CCOCC2)cc1Br | 0 | 1.2 | 4 | -6 | 0 | -3 | 2 | -3 | 0.6
42 | COC(=O)c1ccccc1NS(=O)(=O)c1ccc(O)c(C(=O)O)c1 | -1 | 0.0 | 0 | -6 | -1 | -2 | 2 | -6 | 1.8
43 | CN(C(=O)COC(=O)c1ccc2ccccc2n1)c1ccccc1 | -3 | -0.2 | nt | 7 | nt | nt | 0 | nt | nt
44 | O=C1CC(NS(=O)(=O)c2cccs2)CN1c1ccc(Cl)cc1 (stereo unspecified) | -1 | -0.2 | 2 | 5 | -8 | -4 | 30 | -8 | 2.8
45 | CC(C)c1ccc(NC(=S)N2CCN(Cc3ccccc3)CC2)cc1 | 11 | 0.1 | -2 | -1 | 0 | -4 | -4 | 4 | -0.9
46 | Cc1cc(C(=O)O)ccc1-n1c(C)cc(/C=C(/C#N)C(=O)Nc2ccccc2)c1C | -4 | 0.1 | 0 | 2 | 14 | -3 | 0 | 0 | 1.4
47 | CCC1=C(OC(=O)N(CC)CC)N2C(=O)OC(=NCC3CC3)[C@]2(Cc2ccccc2)[C@H]2C1=CC[C@H]1C(=O)N(CC(=O)OC)C(=O)[C@H]12 | 4 | 0.2 | 2 | 8 | 5 | -4 | 8 | 1 | 1.7
48 | Cn1c(N)c(C(=O)COC(=O)Cc2ccsc2)c(=O)n(C)c1=O | -7 | 0.1 | -3 | 3 | -4 | 2 | -7 | -1 | 1.4
49 | C/C(=N\NC(=O)c1ccncc1)c1cccc(NC(=O)c2ccc(C(C)(C)C)cc2)c1 | 2 | 2.3 | 3 | 5 | 0 | 4 | -5 | -2 | 5.4
50 | O=C(Nc1c(C(=O)N2CCOCC2)cnn1-c1ccccc1)c1ccccc1 | 3 | -0.1 | 0 | 3 | -2 | -4 | 9 | -1 | 0.4
51 | COc1ccccc1NC(=S)NC1CC2CCC1C2 (stereo unspecified) | -10 | 0.0 | 0 | 5 | 4 | -2 | 6 | -6 | -1.6
52 | NS(=O)(=O)c1ccc(CCNC(=O)CCCNC(=O)c2ccc(Cl)cc2)cc1 | -7 | -0.1 | -2 | -8 | 3 | -1 | -2 | 1 | 4.0
53 | O=C(O)C(Cc1c[nH]c2ccccc12)N1C(=O)C2C3c4ccccc4C(c4ccccc43)C2C1=O (stereo unspecified) | 3 | -0.3 | 2 | 0 | 11 | 1 | 4 | -1 | -1.4
54 | Cn1c(SCc2nc(-c3ccc(Cl)cc3)no2)nnc1-c1cccs1 | 0 | -0.1 | -3 | 1 | 1 | -2 | 2 | -1 | -1.1

High-throughput results: PubChem, several laboratories
